Rad51 HR inh – blocks human Rad51 in homologous recombination. Q06609. hRad51 DNA strand exchange, fluorescence dequenching. inhibition, % at 10 µM. 200,000 compounds, 0.085% hits. AID 1385;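 active means inhibition above 40% at the single screening dose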;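 further: 0% = DMSO control wells and 100% = blanks with heterologous ssDNA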
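System: human Rad51 nucleoprotein filaments preassembled on unlabelled ssDNA. Reagent: labelled 47-mer dsDNA for strand exchange. Schedule: 30-min compound preincubation and 15-min exchange, both room temperature. Measured by: FRET fluorescence dequenching, excitation 485 nm, emission 520 nm. Read-out: Fluorescence-based percent inhibition, control- and blank-normalised. Benchmarks: plate controls and plate blanks.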
EP2 mod – EP2 receptor (human) modulation; EP2-expressing cells, cAMP HTRF FRET, PGE2 co-stimulation; induction, % at 25 µM; 260,000 compounds, 0.83% hits;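 active means compounds whose cAMP rise, as percent of the full-agonist control response, exceeds 60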;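 further: rat C6 glioma line stably carrying human EP2 under a CMV promoter; the protocol text gives 20 µM as final concentration; 100% = response of wells given 1 µM PGE2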
eIF4E 4G PPI – eIF4E/eIF4G interaction inhibition in translation initiation; P63073+Q04637; TR-FRET eIF4E-eIF4GI(517-606) binding, 2 h; inhibition, % at 21.7 µM; 220,000 compounds, 0.37% hits;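 active means inhibition above about 30%, limit read from the data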;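 further: 0% = full FRET control wells and 100% = background wells lacking eIF4GI fragment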
Target sequence (P63073 whole entry, looked up, the tested form may be a part): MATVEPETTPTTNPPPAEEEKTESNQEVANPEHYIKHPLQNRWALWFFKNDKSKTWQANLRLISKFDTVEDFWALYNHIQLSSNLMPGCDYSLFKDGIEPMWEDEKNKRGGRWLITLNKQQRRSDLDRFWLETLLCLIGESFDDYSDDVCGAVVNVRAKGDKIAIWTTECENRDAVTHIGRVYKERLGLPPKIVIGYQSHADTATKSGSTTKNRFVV
Target sequence (Q04637 whole entry, looked up, the tested form may be a part): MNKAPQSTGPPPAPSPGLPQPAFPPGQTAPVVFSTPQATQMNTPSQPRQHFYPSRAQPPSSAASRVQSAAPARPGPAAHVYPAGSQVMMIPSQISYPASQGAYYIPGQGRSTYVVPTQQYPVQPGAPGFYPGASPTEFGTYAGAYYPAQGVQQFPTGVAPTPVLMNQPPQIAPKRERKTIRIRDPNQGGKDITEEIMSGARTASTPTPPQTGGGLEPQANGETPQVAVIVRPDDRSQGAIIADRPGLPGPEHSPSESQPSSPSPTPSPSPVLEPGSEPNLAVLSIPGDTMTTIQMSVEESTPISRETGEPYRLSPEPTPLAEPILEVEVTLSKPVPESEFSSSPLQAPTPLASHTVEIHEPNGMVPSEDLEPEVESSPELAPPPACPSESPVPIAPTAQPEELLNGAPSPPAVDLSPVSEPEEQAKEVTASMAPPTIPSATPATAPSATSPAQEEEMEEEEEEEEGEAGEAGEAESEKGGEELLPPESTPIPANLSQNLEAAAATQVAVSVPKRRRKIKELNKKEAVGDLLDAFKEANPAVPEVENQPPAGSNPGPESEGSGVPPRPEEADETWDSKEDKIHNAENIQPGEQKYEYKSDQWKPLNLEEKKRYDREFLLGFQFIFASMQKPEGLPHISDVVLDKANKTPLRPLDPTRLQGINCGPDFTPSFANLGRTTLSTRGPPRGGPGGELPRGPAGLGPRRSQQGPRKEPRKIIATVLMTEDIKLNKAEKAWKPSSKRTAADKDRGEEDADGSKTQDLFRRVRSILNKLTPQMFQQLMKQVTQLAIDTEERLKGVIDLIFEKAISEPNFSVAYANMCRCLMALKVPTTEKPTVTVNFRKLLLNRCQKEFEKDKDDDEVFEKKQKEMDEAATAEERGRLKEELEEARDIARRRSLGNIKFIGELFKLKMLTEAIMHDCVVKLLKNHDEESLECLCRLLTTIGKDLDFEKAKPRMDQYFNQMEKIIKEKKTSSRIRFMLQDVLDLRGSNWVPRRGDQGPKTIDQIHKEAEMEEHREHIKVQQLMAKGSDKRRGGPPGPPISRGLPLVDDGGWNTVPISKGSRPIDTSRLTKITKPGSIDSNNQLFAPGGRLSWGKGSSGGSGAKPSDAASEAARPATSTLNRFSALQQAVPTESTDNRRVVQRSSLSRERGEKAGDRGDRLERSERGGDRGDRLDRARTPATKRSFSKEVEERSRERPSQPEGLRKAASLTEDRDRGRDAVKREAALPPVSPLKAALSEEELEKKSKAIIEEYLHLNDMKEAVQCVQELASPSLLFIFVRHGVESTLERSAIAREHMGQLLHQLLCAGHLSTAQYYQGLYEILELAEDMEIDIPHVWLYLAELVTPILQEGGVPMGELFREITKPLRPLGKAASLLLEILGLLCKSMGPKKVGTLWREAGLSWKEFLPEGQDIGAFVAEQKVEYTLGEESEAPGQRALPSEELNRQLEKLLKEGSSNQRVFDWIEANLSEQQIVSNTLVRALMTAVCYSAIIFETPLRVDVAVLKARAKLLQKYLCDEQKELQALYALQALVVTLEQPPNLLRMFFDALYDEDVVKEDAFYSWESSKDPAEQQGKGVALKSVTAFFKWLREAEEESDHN
TbHK1 inh – blocks Trypanosoma brucei hexokinase 1 activity; 220,000 compounds, 0.11% hits; inhibition, % at 10 µM; recombinant TbHK1, G6PDH-coupled NADH A340;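 active means inhibition of 50% or more in the single-dose primary screen; inactive means inhibition below 50%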
14-3-3 Bad PPI – disrupts binding of bovine 14-3-3 zeta to phospho-Bad peptide. TR-FRET 14-3-3zeta/Dy647-pBad peptide displacement, 1 h. inhibition, % at 21.7 µM. 220,000 compounds, 0.71% hits. AID 781;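 active means inhibition above about 70%, limit read from the data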;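 further: 0% = full 14-3-3 plus peptide FRET controls and 100% = background without 14-3-3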
EP2 antag – blocks the human prostaglandin E2 receptor EP2; 260,000 compounds, 0.52% hits; inhibition, % at 25 µM; P43116; C6 glioma cells expressing human EP2, cAMP TR-FRET; cells stimulated with saturating PGE2;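 active means percent inhibition above 40 after rounding to a whole number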;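 further: rat C6 glioma host cells with rolipram phosphodiesterase inhibitor present; the protocol text gives 20 µM as final concentration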
Hck Nef HTS – human Hck-Nef kinase inhibition; 220,000 compounds, 0.68% hits; Recombinant Hck-YEEI plus Nef, Z-Lyte FRET kinase assay; AID 463187; inhibition, % at 20 µM; P08631;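 active means Hck-Nef kinase inhibition above about 50%, limit read from the data; inactive means inhibition below that limit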;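 further: 0% = DMSO with Hck plus Nef and 100% = Hck alone without Nef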
L929 necroptosis – L929 zVAD cell death inhibition | AID 1377 | L929 zVAD necroptosis rescue, ATP luminescence, 24 h; with zVAD 60 µM | viability rescue, % at 10 µM | 220,000 compounds, 0.38% hits;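 active means activation, scaled between plate controls, above about 75%, limit read from the data; inactive means activation under that limit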;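 further: 0% = zVAD with DMSO and 100% = DMSO alone without zVAD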
m-calpain inh – inhibitors of pig calpain II. purified calpain II, fluorogenic peptide substrate, 30 min. inhibition, % at 16 µM. 220,000 compounds, 0.37% hits. AID 1236;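 active means inhibition above about 50%, limit read from the data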
Numbers without * were called inactive; & = joins results of further samples; [ ] = remark or other dose. The list is partial; rates above refer to the full screens.

How did CCOC(=O)N1CCN(CC(=O)c2ccc3c(c2)CCN3C(C)=O)CC1 do in these assays?
Rad51 HR inh: -10; EP2 mod: -22; eIF4E 4G PPI: 2[fluorescence artefact?]; TbHK1 inh: -25; 14-3-3 Bad PPI: -21[fluorescence artefact?]; EP2 antag: 8; Hck Nef HTS: -1; L929 necroptosis: -0.2; m-calpain inh: 21

What do the screens show for `COc1cc(C(=O)Nc2ccc(C)cc2)c(-n2cnnn2)cc1OC`?
EP2 mod: -44&-11; eIF4E 4G PPI: 3; TbHK1 inh: -16; 14-3-3 Bad PPI: 20; EP2 antag: 7&6; Hck Nef HTS: 10; L929 necroptosis: 1.9; m-calpain inh: -5

What do the screens show for `COc1cccc(CNC(=O)CCS(=O)(=O)c2cccs2)c1`?
Rad51 HR inh: 1; EP2 mod: 3; eIF4E 4G PPI: -2; TbHK1 inh: 8; 14-3-3 Bad PPI: 11; EP2 antag: 8; Hck Nef HTS: 0; L929 necroptosis: 0.1; m-calpain inh: 15

How did CCOC(=O)c1ccc(NC(=O)CN2CCN(c3ccccc3)CC2)cc1 do in these assays?
EP2 mod: -5; eIF4E 4G PPI: 6; TbHK1 inh: -2; 14-3-3 Bad PPI: -2; EP2 antag: 15; Hck Nef HTS: 8; L929 necroptosis: -0.9; m-calpain inh: 19

What do the screens show for `C=CCn1c(SCC(=O)Nc2cccnc2Cl)nnc1-c1ccccc1F`?
Rad51 HR inh: 14; EP2 mod: 24; eIF4E 4G PPI: 5[fluorescence artefact?]; TbHK1 inh: -1; 14-3-3 Bad PPI: 0; EP2 antag: 10; Hck Nef HTS: 2; L929 necroptosis: -0.1; m-calpain inh: -4

What do the screens show for `O=C(CN1CCN(S(=O)(=O)c2ccc(Cl)cc2)CC1)Nc1ccc2c(c1)CCC2`?
Rad51 HR inh: -10; EP2 mod: 5; eIF4E 4G PPI: -1; TbHK1 inh: -4; 14-3-3 Bad PPI: 6; EP2 antag: 9; Hck Nef HTS: 5; L929 necroptosis: 2.1; m-calpain inh: 4

How did O=C(Cc1coc2ccc3ccccc3c12)NCc1ccccc1 do in these assays?
Rad51 HR inh: 9; EP2 mod: -59; eIF4E 4G PPI: -15; TbHK1 inh: -2; 14-3-3 Bad PPI: -9; EP2 antag: 3; Hck Nef HTS: 1; L929 necroptosis: -0.6; m-calpain inh: 4

Results for CCSc1ccccc1C(=O)Nc1ccc(S(=O)(=O)NC(C)=O)cc1 ?
Rad51 HR inh: -6; EP2 mod: -9; eIF4E 4G PPI: 1; TbHK1 inh: 2; 14-3-3 Bad PPI: 4; EP2 antag: 8; Hck Nef HTS: 17; L929 necroptosis: -1.7; m-calpain inh: 13

How did O=C(COC(=O)c1cc(F)cc(F)c1)Nc1cccnc1Cl do in these assays?
EP2 mod: 11; eIF4E 4G PPI: 2; TbHK1 inh: -3; 14-3-3 Bad PPI: 3; EP2 antag: 6; Hck Nef HTS: 8; L929 necroptosis: 0.0; m-calpain inh: -12

How did COc1ccc(NC(C)=O)cc1S(=O)(=O)NC(Cc1ccccc1)C(=O)O (stereo not given) do in these assays?
EP2 mod: 13; eIF4E 4G PPI: -5; TbHK1 inh: 0; 14-3-3 Bad PPI: 5; EP2 antag: 4; Hck Nef HTS: 5; L929 necroptosis: -0.5; m-calpain inh: 0

How did O=C(CO/N=C/c1cccc([N+](=O)[O-])c1)Nc1ccc2ccccc2c1 do in these assays?
Rad51 HR inh: -4; EP2 mod: -50; eIF4E 4G PPI: 4; TbHK1 inh: 2; 14-3-3 Bad PPI: 2[fluorescence artefact?]; EP2 antag: 15; Hck Nef HTS: 1; L929 necroptosis: 0.2; m-calpain inh: -17

Results for Cc1ccc(/C(N)=N/OC(=O)N2c3ccccc3Sc3ccccc32)cc1 ?
Rad51 HR inh: 3; TbHK1 inh: 7; EP2 antag: 21; Hck Nef HTS: -1; L929 necroptosis: 1.9

Of the compounds above, these contain four or more nitrogen atoms.
What do the screens show for `COc1cc(C(=O)Nc2ccc(C)cc2)c(-n2cnnn2)cc1OC`?
EP2 mod: -44&-11; eIF4E 4G PPI: 3; TbHK1 inh: -16; 14-3-3 Bad PPI: 20; EP2 antag: 7&6; Hck Nef HTS: 10; L929 necroptosis: 1.9; m-calpain inh: -5

What do the screens show for `C=CCn1c(SCC(=O)Nc2cccnc2Cl)nnc1-c1ccccc1F`?
Rad51 HR inh: 14; EP2 mod: 24; eIF4E 4G PPI: 5[fluorescence artefact?]; TbHK1 inh: -1; 14-3-3 Bad PPI: 0; EP2 antag: 10; Hck Nef HTS: 2; L929 necroptosis: -0.1; m-calpain inh: -4

More results
Results for Cn1nc(C(F)(F)F)c(C#N)c1N1CCN(c2cccc(C(F)(F)F)c2)CC1 ?
Rad51 HR inh: 3; EP2 mod: 36; eIF4E 4G PPI: 13; TbHK1 inh: 0; 14-3-3 Bad PPI: -4; EP2 antag: -9; Hck Nef HTS: 0; L929 necroptosis: 0.6; m-calpain inh: 10

Results for N#Cc1c(N)nc2c(c1-c1ccco1)CCCCC2 ?
Rad51 HR inh: 3; TbHK1 inh: -1; EP2 antag: 4; Hck Nef HTS: 11; L929 necroptosis: 0.6

How did CCCC(=O)NCCCc1nc2ccccc2n1C do in these assays?
Rad51 HR inh: 2; EP2 mod: -9; eIF4E 4G PPI: 0; TbHK1 inh: 6; 14-3-3 Bad PPI: 0; EP2 antag: 10; Hck Nef HTS: 2; L929 necroptosis: 1.7; m-calpain inh: -9

How did CC(C)(C)NC(=O)c1cccc2c1C(=O)c1ccccc1-2 do in these assays?
Rad51 HR inh: -5; EP2 mod: 4; eIF4E 4G PPI: -4; TbHK1 inh: -6; 14-3-3 Bad PPI: -7; EP2 antag: 4; Hck Nef HTS: 13; L929 necroptosis: 1.4; m-calpain inh: -11

What do the screens show for `C[C@@H]1CC=C[C@H]2[C@H]1C(=O)N(Cc1ccccc1)[C@H]2c1ccc(/C=C/c2ccccc2)cc1F`?
Rad51 HR inh: 2; EP2 mod: -14; eIF4E 4G PPI: -4; TbHK1 inh: -3; 14-3-3 Bad PPI: -4; EP2 antag: 9; Hck Nef HTS: 19; L929 necroptosis: 3.3; m-calpain inh: -25

How did CCOC(=O)CCCC(=O)N1CCOCCOCCN(C(=O)CCCC(=O)OCC)CCOCCOCC1 do in these assays?
Rad51 HR inh: -8; EP2 mod: 24; eIF4E 4G PPI: 2; TbHK1 inh: -3; 14-3-3 Bad PPI: -10; EP2 antag: 5; Hck Nef HTS: 26; L929 necroptosis: -0.2; m-calpain inh: -14

What do the screens show for `COc1cc(C(=O)OCC(C)=O)cc(NC(=O)c2ccco2)c1OC`?
Rad51 HR inh: -30; EP2 mod: -12; eIF4E 4G PPI: 0; TbHK1 inh: -7; 14-3-3 Bad PPI: 1; EP2 antag: 5; Hck Nef HTS: 10; L929 necroptosis: 1.6; m-calpain inh: 10

What do the screens show for `O=[N+]([O-])c1cccc(S(=O)(=O)Nc2nc3ccccc3nc2Nc2cccc(S(=O)(=O)N3CCCCC3)c2)c1`?
Rad51 HR inh: 4; EP2 mod: -17; eIF4E 4G PPI: 9; TbHK1 inh: -2; 14-3-3 Bad PPI: 10; EP2 antag: 9; Hck Nef HTS: 7; L929 necroptosis: 0.1; m-calpain inh: 82*

What do the screens show for `O=S(=O)(NCc1ccccc1)c1ccc(S(=O)(=O)N2CCCC2)cc1`?
Rad51 HR inh: -2; EP2 mod: -38; eIF4E 4G PPI: -5; TbHK1 inh: 3; 14-3-3 Bad PPI: -7; EP2 antag: 1; Hck Nef HTS: 28; L929 necroptosis: 1.1; m-calpain inh: 22

What do the screens show for `Cc1cc(NC(=O)CSc2nnc(-c3ccco3)o2)no1`?
Rad51 HR inh: 2; EP2 mod: 18; eIF4E 4G PPI: 1; TbHK1 inh: -7; 14-3-3 Bad PPI: -2; EP2 antag: 11; Hck Nef HTS: 0; L929 necroptosis: -0.2; m-calpain inh: -13

Results for CC(C)(C)NCc1cc(Br)ccc1OCc1cccs1 ?
Rad51 HR inh: 2; EP2 mod: 9; eIF4E 4G PPI: -3[fluorescence artefact?]; TbHK1 inh: 7; 14-3-3 Bad PPI: -7; EP2 antag: 8; Hck Nef HTS: 1; L929 necroptosis: 0.9; m-calpain inh: 10

How did CCN1CCN(c2cc3c(cc2F)c(=O)c(C(=O)O)cn3C2CC2)CC1 do in these assays?
Rad51 HR inh: -2; EP2 mod: 18&24; eIF4E 4G PPI: 1; TbHK1 inh: -16; 14-3-3 Bad PPI: -9; EP2 antag: 10&11; Hck Nef HTS: 0; L929 necroptosis: 0.9; m-calpain inh: -97

Results for C=CCN(c1ccccc1)S(=O)(=O)c1cccc(C(=O)Oc2ccc3c(C)cc(=O)oc3c2)c1 ?
Rad51 HR inh: 4; EP2 mod: 9; eIF4E 4G PPI: -8; TbHK1 inh: -10; 14-3-3 Bad PPI: -5; EP2 antag: 2; Hck Nef HTS: 50; L929 necroptosis: -0.9; m-calpain inh: -429

How did CCOC(=O)c1nn(-c2ccc(Cl)cc2)c2nc(-c3ccc(C)cc3)c(C#N)c(=O)n12 do in these assays?
Rad51 HR inh: -4; EP2 mod: 60; eIF4E 4G PPI: 3; TbHK1 inh: -26; 14-3-3 Bad PPI: 50; EP2 antag: 5; Hck Nef HTS: 0; L929 necroptosis: -0.3; m-calpain inh: -84

What do the screens show for `Cc1ccc2[nH]cc(C(=O)CN3CCOCC3)c2c1`?
Rad51 HR inh: 4; EP2 mod: 13; eIF4E 4G PPI: -3; TbHK1 inh: -2; 14-3-3 Bad PPI: -4; EP2 antag: 7; Hck Nef HTS: 2; L929 necroptosis: 0.2; m-calpain inh: -4

What do the screens show for `Cc1ccc(C(=O)NCCc2ccncc2)cc1`?
Rad51 HR inh: 4; EP2 mod: 26; eIF4E 4G PPI: 1; TbHK1 inh: 5; 14-3-3 Bad PPI: -4; EP2 antag: 2; Hck Nef HTS: 2; L929 necroptosis: 0.0; m-calpain inh: -11

How did CCCCN1CNC(=S)N(Cc2ccccc2)C1 do in these assays?
Rad51 HR inh: 5; EP2 mod: 13; eIF4E 4G PPI: 25[fluorescence artefact?]; TbHK1 inh: -9; 14-3-3 Bad PPI: -24; EP2 antag: 4; Hck Nef HTS: 1; L929 necroptosis: -0.1; m-calpain inh: -10

How did O=c1[nH]c2ccc(NS(=O)(=O)c3ccc(Cl)cc3)cc2[nH]1 do in these assays?
Rad51 HR inh: -23; EP2 mod: -7; eIF4E 4G PPI: 2; TbHK1 inh: 9; 14-3-3 Bad PPI: -13; EP2 antag: 1; Hck Nef HTS: 15; L929 necroptosis: -1.1; m-calpain inh: 8

Results for COc1ccc(C2=CC(c3ccc(F)cc3)n3nnnc3N2)cc1 (stereo not given) ?
EP2 mod: 14; eIF4E 4G PPI: 5; TbHK1 inh: -3; 14-3-3 Bad PPI: -5; Hck Nef HTS: 1; L929 necroptosis: -0.4; m-calpain inh: 19

Results for COc1cc(NC(=O)c2cc3c(Cl)nc4ccccc4c3s2)cc(OC)c1OC ?
Rad51 HR inh: 4; EP2 mod: -15; eIF4E 4G PPI: 8; TbHK1 inh: -7; 14-3-3 Bad PPI: -7[fluorescence artefact?]; EP2 antag: 7; Hck Nef HTS: 0; L929 necroptosis: 1.8; m-calpain inh: -85

What do the screens show for `O=C(O)c1cc2n(n1)CCN(Cc1ccccc1Cl)C2=O`?
Rad51 HR inh: 13; EP2 mod: 28; eIF4E 4G PPI: 0; TbHK1 inh: 0; 14-3-3 Bad PPI: -12; EP2 antag: 2; Hck Nef HTS: 22; L929 necroptosis: 2.0; m-calpain inh: 3

Screens: PubChem, several laboratories
